Assay outcomes deposited in PubChem BioAssay by National Center for Advancing Translational Sciences (NCATS).
BRCA1 expr act = qHTS Assay to Identify Small Molecule Activators of BRCA1 Expression | MCF7-BRCA1-FFLuc reporter, luminescence, 48 h; response scale: scaled: vehicle 0%, 10 µM genistein 100% | Potency, µM (series often up to 46.1 µM), inactives show at the highest dose activation, hits mostly activators | 1.1% of 380,000 active | AID 624202, 2012; note: nearly all actives have a fitted effect of over 80% in size; some results filed as inactive show a strong effect at the top dose
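MCF7-BRCA1-FFLuc, 2000 cells/well; 2 h attach, 37 °C/5% CO2; compound 48 h; luciferase substrate 15 min; luminescence end-point. Norm. to genistein 10 microM max activation and DMSO; concentration-response curves fitted.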
uPA surface inh = qHTS for Inhibitors of Cell Surface uPA Generation. 0.31% of 330,000 active. Potency, µM (doses to about 38.3 µM), for inactives: at the highest dose activity change, negative = inhibition, most hits filed as inhibitors. cell surface uPA generation assay, qHTS; active = well fitted inhibition curve with a large enough effect; inconclusive = small, poorly fitted or top-dose-only effect; inactive = no such curve, though single readings can be large or run the other way; tested in mouse RAW 264.7 cells; note: % is set by controls: 0 for no effect and ±100 for the full control effect; nearly all actives have a fitted effect of over 55% in size
ELG1 genotox = qHTS screen for small molecules that induce genotoxicity in human embryonic kidney (HEK293T) cells expressing luciferase-tagged ELG1; 1.3% of 330,000 active; Potency, µM (doses to about 46 µM), without a hit: top-dose activity change, positive = activation, actives largely listed as activators; HEK293T ELG1-luciferase reporter, luminescence, 16 h; AID 504466, 2011; note: % of control where 0% means no effect; nearly all actives have a fitted effect of over 60% in size
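Cells (2,000/well) expressing the ELG1-luciferase fusion are dosed by pin tool and kept 16 hr at 37 °C, 5% CO2. Signal comes from ONE-Glo luciferase reagent after 30 min at room temperature.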
p53 reactivator = qHTS assay for re-activators of p53 using a Luc reporter; H1299 p53-A138V BP100-luciferase reporter, luminescence, 24 h; Potency, µM (highest dose often 92.2 µM), without a hit: top-dose activity change, positive = activation, most hits filed as activators; 0.063% of 320,000 active; AID 504706, 2011; note: % of control where 0% means no effect; nearly all actives have a fitted effect of over 45% in size
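H1299 (p53-null), stable ts p53-A138V + BP100-Luc; 1000 cells/well, Opti-MEM/10% FBS; cpd 4 pt, 1:5; 24 h, 37 deg C, 5% CO2; detection reagent 10 min RT; luminescence.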
An asterisk follows results filed as active; ? = inconclusive; & = joins results of further samples; [ ] = another dose, or the depositor's remark. Unless noted, calls come from the whole dose curve; as a rule, active = well fitted activation curve with a large enough effect; inconclusive = small, poorly fitted or top-dose-only effect; inactive = no such curve, though single readings can be large or run the other way. Potency is the fitted concentration of half-maximal effect. Some of the compounds tested (hit frequency here may not be typical).

SMILES | BRCA1 expr act | uPA surface inh | ELG1 genotox | p53 reactivator
COCC(C)n1c(SCC(=O)NC2CCCCC2C)nc2ccccc2c1=O (configuration not stated) | -42% | 1% | 0% | -9%
CN(C)C(=O)CCc1ccc2c3c([nH]c2c1)[C@]1(C)[C@@H](C(=O)N2CCOCC2)C[C@H](CC(=O)NCCN2CCOCC2)C(=O)N1CC3 | 5% | -5% | 6% | 12%
CN1CCC[C@@H]1CCNC(=O)c1c(-c2ccc3c(c2)OCO3)noc1-c1ccsc1 | -8% | -19% | 1% | -2%
O=C(COCc1ccccc1)N[C@@H]1c2ccccc2CC[C@H]1OCc1ccccc1 | -4% | -13% | -13% | 1%
O=C1CC2CCCN2C=C1I (configuration not stated) | 10% | 6% | 3% | -1%
COc1cc(CC(=O)N2CCN(S(=O)(=O)c3ccc(C)cc3)CC2)cc(OC)c1OC | -17% | -5% | -3% | 5%
O=C(CCN=C1NS(=O)(=O)c2ccccc21)Nc1ccc(F)cc1Cl | 3% | ? | 0% | 1%
Cc1cc(C)n2nc(SC(C)C(=O)N3CC(C)OC(C)C3)nc2n1 (configuration not stated) | -1% | -6% | 0% | ?
COC(=O)c1ccc(CNC(=O)COC(=O)/C=C/c2ccc(O)c(OC)c2)cc1 | -19% | -5% | 0% | -3%
C[C@H]1CN([C@@H](C)CO)C(=O)c2cc(NC(=O)C3CCCCC3)ccc2O[C@H]1CN(C)S(=O)(=O)c1ccccc1 | -4% | -2% | 0% | 3%
COc1ccccc1S(=O)(=O)Nc1cccc(S(=O)(=O)N2CCCC2)c1 | -7% | 0% | -1% | -3%
Cc1ccc(/C=C/C(=O)OCC(=O)NCCc2ccc(S(N)(=O)=O)cc2)o1 | -8% | 2% | 2% | -2%
Cc1cc(N2O[C@H]3C=C[C@@H]2C3)no1 | -7% | -4% | 7% | 4%
Cc1ccc(C)c(N2CCN(C(=O)CCc3nc(-c4ccc(Cl)cc4)no3)CC2)c1 | -10% | -4% | -1% | 0%
Cc1ccc(-c2nc(SCC(=O)c3c(N)n(C4CC4)c(=O)[nH]c3=O)n[nH]2)cc1 | 27% | -6% | 2% | -3%
C=CC[C@@H](CC(=O)N[C@H](CO)Cc1ccccc1)C(=O)N[C@H](COC(=O)[C@@H](CC=C)Cc1ccc(F)cc1)C(C)(C)C | -34% | ? | -9% | 0%
Cc1cccc(OC(C)C(=O)OCC(=O)N2CCN(c3ccccc3)CC2)c1 (configuration not stated) | 3% | 3% | -2% | 3%
C=CC[C@@H](CC(=O)N[C@@H](CO)Cc1ccccc1)C(=O)N[C@@H](COC(=O)[C@H](CC=C)CC(=O)OC(C)(C)C)Cc1c[nH]c2ccccc12 | -78% | -17% | -3% | 5%
C[C@H](CO)N1C[C@H](C)[C@@H](CN(C)S(=O)(=O)c2ccc(Cl)cc2)Oc2ccc(NS(=O)(=O)c3ccccc3)cc2CC1=O | -47% | -6% | -1% | -2%
CCOc1ccccc1/C=C(\C(=O)O)c1ccc(S(=O)(=O)N2CCCCC2)s1 | 3% | 6% | -1% | 2%
COc1ccc(C2=Nn3c(nnc3-c3ccccc3Cl)SC2)cc1OC1CCCC1 | -13% | ? | -2% | 7%
NS(=O)(=O)c1ccc(NC(=O)COC(=O)Cc2c[nH]c3ccccc23)cc1 | -11% | 5% | 2% | 5%
CC[C@]12c3[nH]c4ccc(OC)cc4c3CCN1C(=O)C(CC(=O)NCc1ccc(OC)c(OC)c1)C[C@@H]2C(=O)N1CCN(C(=O)C2CC2)CC1 (some centres not stated) | 13% | 10% | -3% | -6%
CN1CCN(C(=O)CNC(=O)c2cccs2)CC1 | 40% | -1% | 11% | ?
CC(=O)Oc1ccc(-c2ccc(C(=O)OCC(=O)c3c(N)n(C)c(=O)n(C)c3=O)cc2)cc1 | -3% | 5% | 12% | 19%
COc1ccc(CNC(=O)Cn2cnc3c(OCc4ccccc4)ncnc32)cc1 | -12% | -16% | 1% | 6%
COc1cc(OC)cc(-c2cc3cc4c(cc3cn2)OCO4)c1 | 9% | ? | 4.1µM* | ?
O=C(O)CCC(=NNC(=O)c1cccc(S(=O)(=O)N2CCCCC2)c1)c1ccccc1 | -23% | ? | -1% | -2%
O=C(COC(=O)/C=C/c1ccc([N+](=O)[O-])cc1)NCc1cccs1 | 3% | -1% | -2% | 7%
COc1ccc(NC(=O)Nc2cccc3c2O[C@H](CN(C)S(=O)(=O)c2cccs2)[C@@H](C)CN([C@H](C)CO)C3=O)cc1 | -27% | 4% | -3% | -5%
Cc1cc(C(=O)NNC(=O)c2ccc(Cl)c(S(N)(=O)=O)c2)c(C)o1 | 0% | 1% | 0% | 6%
O=C(CCl)N1CCN(C(=O)C2COc3ccccc3O2)CC1 (configuration not stated) | -82%[inhibitor] | -13% | -11% | -21%
CCOC(=O)C1CCN(C(=O)c2ccc(C)o2)CC1 | 9% | -5% | 3% | ?
Cc1cc(C)c(NC(=O)CNC(=O)c2ccc3ncsc3c2)c(C)c1 | 2% | 12% | 3% | 3%
Cc1ccc(NC(=O)c2ncn(CC(=O)NCc3nc4ccccc4[nH]3)n2)cc1C | 41% | ? | ? | 9%
C=CCC[C@@H](Cc1ccc(F)cc1)C(=O)OC[C@@H](Cc1ccccc1)NC(=O)[C@@H](CC=C)CC(=O)N[C@@H](CO)Cc1ccccc1 | -7% | 7% | ? | -3%

Rewritten with two lines to a compound: part of the list above
Second line of a record: BRCA1 expr act | uPA surface inh | ELG1 genotox | p53 reactivator
C=CCC[C@@H](Cc1ccc(F)cc1)C(=O)OC[C@@H](Cc1ccccc1)NC(=O)[C@@H](CC=C)CC(=O)N[C@@H](CO)Cc1ccccc1
→ -7% | 7% | ? | -3%
Cc1cc(C)c(NC(=O)CNC(=O)c2ccc3ncsc3c2)c(C)c1
→ 2% | 12% | 3% | 3%
Cc1ccc(NC(=O)c2ncn(CC(=O)NCc3nc4ccccc4[nH]3)n2)cc1C
→ 41% | ? | ? | 9%
COc1cc(OC)cc(-c2cc3cc4c(cc3cn2)OCO4)c1
→ 9% | ? | 4.1µM* | ?
CC(=O)Oc1ccc(-c2ccc(C(=O)OCC(=O)c3c(N)n(C)c(=O)n(C)c3=O)cc2)cc1
→ -3% | 5% | 12% | 19%
Cc1cc(C(=O)NNC(=O)c2ccc(Cl)c(S(N)(=O)=O)c2)c(C)o1
→ 0% | 1% | 0% | 6%

The listing continues.
SMILES | BRCA1 expr act | uPA surface inh | ELG1 genotox | p53 reactivator
CC(C)(C)NC(=O)C[C@H]1C[C@H](C(=O)N2CCCCC2)[C@@]2(CCc3ccccc3)c3[nH]c4ccc(Cl)cc4c3CCN2C1=O | 7% | 6% | -11% | -1%
C#CCOCCOCCOCCNc1nc(N2CCN(C(=O)[C@H](CCCCN)n3cc([C@@H](N)[C@H](C)CC)nn3)CC2)nc(N2CCN(C(=O)[C@H](CCC(=O)O)n3cc([C@@H](N)CCSC)nn3)CC2)n1 | -1% | 7% | 0% | -9%
COCCCNC(=O)C[C@H]1C[C@H](C(=O)N2CCCCC2)[C@@]2(CCc3ccccc3)c3[nH]c4ccc(Cl)cc4c3CCN2C1=O | 2% | 5% | -2% | -4%
CC(C)(C)OC(=O)C[C@@H]1C/C=C\C[C@H](CC(=O)N[C@@H](CO)Cc2ccccc2)C(=O)N[C@H](Cc2ccccc2)COC1=O | 0% | -3% | -1% | 2%
O=C1C[C@H](c2ccc(O)cc2)Oc2cc(O[C@@H]3O[C@H](CO)[C@@H](O)[C@H](O)[C@H]3O)cc(O[C@@H]3O[C@H](CO)[C@@H](O)[C@H](O)[C@H]3O)c21 | 2% | 18% | 2% | -5%
Cc1cccc(C(=O)NCC(=O)OCC(=O)c2ccc(C)s2)c1 | 1% | 7% | 3% | 7%
Cc1ccc(C(=O)NNC(=O)c2cccc(S(=O)(=O)N3CCOCC3)c2)cc1 | 14% | 0% | 0% | 10%
COC(=O)[C@H](Cc1ccc(O)cc1)NC(=O)Cn1cnc(C(=O)Nc2ccc(C)c(C)c2)n1 | 43% | -13% | 4% | 4%
CN(C(=O)c1cccc(NC(=O)C2CCN(C(=O)OC(C)(C)C)CC2)c1)C1CCCCC1 | -13% | 6% | -8% | -5%
CCN1C(=O)[C@H]2[C@@H](c3ccc(-c4ccccc4)c(OC)c3)N[C@@](CC(C)C)(C(=O)OC)[C@H]2C1=O | -11% | -12% | -3% | -5%
O=C(CSc1n[nH]c(-c2cccs2)n1)N1CCCC1 | 32% | -5% | 5% | 15%
CC(=O)N1CCN(S(=O)(=O)c2cccc(C(=O)NNC(=O)COc3c(C)cccc3C)c2)CC1 | -12% | -6% | 4% | -8%
C=CCC[C@H](Cc1ccc(F)cc1)C(=O)OC[C@H]1CCCN1C(=O)[C@@H](CC=C)CC(=O)NCCO | 14% | -5% | -3% | -3%
CCOC(=O)CCCC(=O)Nc1ncnc2c1C(c1ccccc1)c1c(ccc3ccccc13)O2 (configuration not stated) | -20% | -4% | -4% | -4%
O=C(CSc1n[nH]c(-c2cccs2)n1)N1CCOCC1 | -9% | 0% | 1% | 4%
CCN(C(=O)COC(=O)c1cccnc1)c1cccc2ccccc12 | -33% | 12% | 2% | -8%
C[C@H](CO)N1C[C@H](C)[C@@H](CN(C)C(=O)Nc2ccccc2)Oc2ccc(NC(=O)CCN3CCOCC3)cc2C1=O | 1% | 11% | 0% | 2%
CC(=O)Nc1ccc(NC(=O)COC(=O)c2ccc(S(=O)(=O)NCc3ccco3)cc2)cc1 | 11% | 3% | -2% | 0%
CC(=O)N/C(=C\c1ccccc1)C(=O)OCC(=O)N(C)C1CCS(=O)(=O)C1 (configuration not stated) | 10% | -1% | 1% | -5%
O=C(NN=Cc1ccccc1C(=O)O)c1ccc(NS(=O)(=O)c2cccs2)cc1 | 0% | 4% | 3% | 4%
CCCC[C@@H]1C=C(C(=O)O)[C@H](c2ccc3c(c2)OCO3)N1S(=O)(=O)c1ccc(C)cc1 | 5% | -2% | 5% | -5%
CN(CC(=O)NCc1ccc2c(c1)OCO2)S(=O)(=O)c1ccc(Cl)cc1 | 17% | 23% | 0% | -1%
COc1ccc(OC)c(N2C(=O)CC(NNC(=O)c3ccc4c(c3)OCO4)C2=O)c1 (configuration not stated) | -3% | 7% | 2% | -5%
CCN(Cc1ccc(Cl)s1)C(=O)c1cccc(OCc2c(C)noc2C)c1 | -69% | -3% | 0% | -1%
CCN(C[C@H]1N[C@@](Cc2ccccc2)(C(=O)OC)[C@H]2C(=O)N(C)C(=O)[C@@H]12)S(=O)(=O)c1ccc(C(F)(F)F)cc1 | 0% | 17% | -6% | -2%
CC(C)Cn1c(SCC(=O)N2CCc3ccccc3C2)nc(O)cc1=O | 6% | 2% | 0% | -2%
CCCN(C(=O)/C=C/c1ccc(S(=O)(=O)N(CC)CC)cc1)C1CCS(=O)(=O)C1 (configuration not stated) | -20% | -1% | 0% | 8%
O=C(COC(=O)CCC(=O)c1ccc(F)cc1)NCc1ccccc1Cl | -13% | 2% | 0% | 4%
COC(=O)[C@]1(C)N[C@H](CN(C)C(=O)NC(C)C)[C@@H]2C(=O)N(Cc3ccccc3)C(=O)[C@@H]21 | 11% | 9% | -4% | -2%
COc1cc(C(=O)NNC(=O)CCOc2ccccc2C)cc(OC)c1OC | 8% | 2% | 1% | -1%
COc1ccc(CC(=O)N[C@@H]2c3cc(OC)c(OC)cc3C[C@H]2OCc2ccccc2)cc1 | 0% | 0% | -2% | -5%
O=C(COc1ccc(-c2nnco2)cc1)N1CCOCC1 | -5% | 9% | 3% | 4%
COc1cccc2sc3cc(NCc4ccc(C)o4)ccc3c(=O)c12 | 39% | -28% | ? | 3%
C=CC1=C(C(=O)O)N2C(=O)[C@@H](NC(=O)/C(=N\OCC(=O)O)c3csc(N)n3)[C@H]2SC1 | -4% | 9% | 0% | -4%
COc1ccc(S(=O)(=O)Nc2cccc3c2O[C@@H](CN(C)CC2CC2)[C@@H](C)CN([C@@H](C)CO)C3=O)cc1 | 5% | 1% | 0% | -2%
COc1ccc(CN2C(=O)C(C)Nc3ncnc(N4CCN(c5ccccc5)CC4)c32)cc1 (configuration not stated) | -9%&12% | 0% | 0% | -1%
COc1ccc(NC(=O)CCc2nc3ccccc3c(=O)[nH]2)cc1S(=O)(=O)N1CCCCC1 | -30% | 14% | -4% | -2%
